proCasp7 act: counter-screen for procaspase-3 activators: activators of human procaspase-7. hit rate 0.093% among 330,000. recombinant procaspase-7, Ac-DEVD-pNA absorbance 405 nm; D23A/D198A/D206A triple mutant, cannot self-cleave; scale: DMSO 0, 5 µM enzyme 100. P55210. activation, % at 8.5 µM;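 active = percent activation above the screen-wide mean plus 3 SD, cut at about 25% in these data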
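Material: Procaspase-7 triple mutant (PC-7 D3A) | Quantity: 2 µM procaspase-7 mutant as dispensed | Reagent: DEVD-pNA substrate | Times: 1 h preincubation, 2 h reaction | Technique: 405 nm absorbance of p-nitroaniline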
GASC-1 inh: blocks human GASC-1 demethylase activity | hit rate 0.069% among 330,000 | AID 2099 | inhibition, % at 2.35 µM | GST-JMJD2C(1-420) H3K9me3 demethylation, DELFIA europium;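 active = more than half of a compound's replicate wells show inhibition beyond 50%, single wells judged on their own value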;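 note: signal counts dimethyl H3K9 product captured on neutravidin plate; 0% = median of DMSO wells and 100% = 0.3 times that DMSO median; strong numbers were not always called active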
procasp3 activ: activates human procaspase-3. AID 463141. P42574. hit rate 0.11% among 330,000. recombinant procaspase-3 D3A, Ac-DEVD-pNA absorbance 405 nm. activation, % at 8.5 µM;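 active = activation above the mean of all tested compounds plus 3 SD, cut at about 21% in these data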;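 note: 0% = DMSO alone and 100% = DMSO wells spiked with extra 5 µM PC-3 D3A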
Target sequence (P42574 whole entry D9A/D28A/D175A): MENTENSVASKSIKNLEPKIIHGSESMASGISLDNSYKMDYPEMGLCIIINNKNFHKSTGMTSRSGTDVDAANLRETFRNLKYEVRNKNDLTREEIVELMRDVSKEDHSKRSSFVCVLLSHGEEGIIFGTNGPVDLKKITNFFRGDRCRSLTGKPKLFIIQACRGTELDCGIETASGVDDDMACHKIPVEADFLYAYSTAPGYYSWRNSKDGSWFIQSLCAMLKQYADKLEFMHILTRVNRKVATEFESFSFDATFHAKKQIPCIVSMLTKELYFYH
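Evaluation: percent activation relative to control range; Material: Procaspase-3 D3A mutant, all three cleavage aspartates alanine; Compound: single dose, 8.5 µM nominal compound, 0.8% DMSO; Replication: one well per compound; Signal: absorbance at 405 nm, 0 and 120 min; Schedule: 1 h preincubation plus 2 h reaction at 25 °C.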
CTSL1 counter: counter-screen for PFM18AAP inhibitors: inhibitors of F. hepatica cathepsin L1; recombinant F. hepatica cathepsin L1, Z-Leu-Arg-MCA fluorescence; inhibition, % at 5.96 µM; hit rate 0.49% among 300,000; AID 1906;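 active = inhibition above the mean of all tested compounds plus 3 SD, set per screening campaign, cut at about 17% in these data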;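 note: 0% = plate median of test compound wells and 100% = 1 µM Z-Phe-Ala-diazomethylketone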
Efflux pump inh: inhibitors of Candida antifungal efflux pumps expressed in yeast; S. cerevisiae Candida pump triplex, Nile Red efflux; inhibition, % at 10 µM; hit rate 0.44% among 330,000;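 active = plate passing quality check with inhibition over a set limit, or well fluorescence over plate mean plus 4 SD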;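 note: Nile Red retained in pooled yeast measured as flow cytometry median fluorescence; 0% = buffer negative control and 100% = Enniatin B positive control; higher means more Nile Red kept so more efflux inhibition; some compounds called inactive have numbers as strong as hits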
TPT1 inh: C. albicans TPT1 enzyme inhibition; AID 1962; recombinant caTPT1, FP RNA substrate dephosphorylation; inhibition, % at 5 µM; hit rate 0.81% among 300,000;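 active = inhibition above the mean of all tested compounds plus 3 SD, set per screening campaign, cut at about 24% in these data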;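 note: plate controls were DMSO alone for no effect and ferristatin control at 100 nM for full effect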
PP5 inh: blocks human protein phosphatase 5 activity | P53041 | purified PP5c, OMFP substrate fluorescence | inhibition, % at 6.7 µM | hit rate 0.18% among 320,000 | AID 1987;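 active = inhibition above the campaign's mean inhibition across all tested compounds plus 3 SD, cut at about 9.5% in these data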;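 note: 0% = DMSO only and 100% = 100 µM cantharidin control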
PP1 inh: blocks human PP1-alpha phosphatase, a PP5 counter-screen. hit rate 0.9% among 320,000. inhibition, % at 6.7 µM. purified PP1alpha, OMFP fluorescence. P62136. AID 2235;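 active = inhibition above the mean inhibition of all tested compounds plus 3 SD, computed separately for each screening campaign, cut at about 15% in these data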
Target sequence (P62136 whole entry, looked up): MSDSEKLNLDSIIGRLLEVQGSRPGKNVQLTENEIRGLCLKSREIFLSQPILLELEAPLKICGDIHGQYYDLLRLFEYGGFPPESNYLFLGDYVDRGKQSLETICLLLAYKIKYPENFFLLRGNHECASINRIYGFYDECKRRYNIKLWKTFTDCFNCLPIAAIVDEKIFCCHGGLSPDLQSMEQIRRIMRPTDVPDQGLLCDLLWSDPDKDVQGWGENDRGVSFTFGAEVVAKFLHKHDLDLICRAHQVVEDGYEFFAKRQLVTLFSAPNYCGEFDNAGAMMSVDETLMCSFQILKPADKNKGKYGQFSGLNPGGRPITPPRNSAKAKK
HCV core dimer: HCV core protein dimerization inhibition | TR-FRET GST/Flag-core106 dimerization, 1536-well | inhibition, % at 5 µM | hit rate 0.33% among 300,000;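 active = inhibition above the mean of all tested compounds plus 3 SD, set per screening campaign, cut at about 45% in these data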
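Test system: GST/Flag-tagged HCV core106 proteins; Medium: KF-containing HEPES buffer, pH 7.45, DTT, CHAPS, BSA; Times: compound-protein-antibody incubation 4 h at 22.5 °C; Detection: TR-FRET 671 and 617 nm emission; Benchmarks: wells lacking GST-core106 and wells with excess unlabelled core106.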
Numbers without * were called inactive; nt = not tested or not shown.

entry	compound	proCasp7 act	GASC-1 inh	procasp3 activ	CTSL1 counter	Efflux pump inh	TPT1 inh	PP5 inh	PP1 inh	HCV core dimer
1	CC(C)c1ccc(OCC(=O)NC(=S)Nc2ccc3c4c(cccc24)CC3)cc1	6	5	3	2	0.0	2	1.7	-1	27
2	S=c1[nH]c(-c2ccccc2)cs1	-20	-1	-8	-2	-0.1	-2	-2.7	-4	-9
3	NC1=NC(=O)/C(=C/c2cn(CCC(=O)O)nc2-c2ccc(F)cc2)S1	4	2	3	0	0.0	11	0.8	-1	5
4	OCCC1CN(Cc2nc(-c3ccc(F)cc3)cs2)CCN1CCc1ccccc1 (configuration not stated)	10	2	8	4	0.0	1	3.2	-2	-2
5	O=S(=O)(Cc1cnc(Cl)s1)c1ccccc1	11	35	4	1	0.0	-7	3.3	-1	-7
6	O=C(Nc1ccc(O)cc1)c1ccc2c(c1)C(=O)N(N1C(=O)c3ccccc3C1=O)C2=O	0	10	-4	1	0.2	2	2.2	1	-3
7	CCCC/C(C)=N\NC(=O)CNS(=O)(=O)c1ccc([N+](=O)[O-])cc1	4	2	2	-1	-0.3	-2	-0.3	-2	-6
8	CCc1ccc(NS(=O)(=O)c2cccc3nonc23)cc1	6	-5	5	6	0.1	0	4.4	-1	2
9	O=C(COc1cc2oc(=O)c3c(c2cc1Cl)CCC3)NCC(O)c1ccccc1 (configuration not stated)	-8	-19	3	-1	0.0	-4	2.1	1	-12
10	COC(=O)C(COC(=O)c1c(F)cccc1F)NC(=O)c1c(F)cccc1F (configuration not stated)	0	-6	-3	3	0.1	0	4.5	-2	2
11	CCOC(=O)c1ccc(N2C(=O)C(O)=C(C(C)=O)C2c2ccccc2)cc1 (configuration not stated)	-11	-2	-8	7	-0.2	-8	-3.1	15	3
12	COC(=O)c1cc(OC)c(OC)cc1NC(=O)c1ccc(Br)o1	9	1	-7	-1	-0.2	-11	0.6	-5	1
13	Cc1nnc(SCC(=O)N2CCC(C(N)=O)CC2)s1	-3	2	5	-3	0.1	3	-0.7	-2	-1
14	O=C(COC(=O)c1ccccc1Br)NC1CCCC1	8	-5	7	-4	0.0	-3	1.7	1	4
15	C=CCc1cccc2cc(C(=O)N3CCN(C(=O)c4ccccc4)CC3)c(=O)oc12	-10	4	-9	-4	-0.1	-6	0.5	2	1
16	CC(C)c1ccc(CN2CCC(C(=O)NCc3cccnc3)CC2)cc1	10	76	2	2	0.0	-1	1.1	7	0
17	Cc1cccn2c(=O)c3cc(C(=O)NCCCn4ccnc4)n(C)c3nc12	2	4	2	2	-0.2	-16	-1.6	-3	-3
18	COc1ccccc1OC(C)C(=O)Nc1ccc(S(=O)(=O)N2CCN(C)CC2)cc1 (configuration not stated)	-3	14	0	0	0.0	1	0.9	2	-1
19	CC(C)(C)OC(=O)N[C@@H](Cc1c[nH]c2ccccc12)c1nnc(SCC(N)=O)o1	-7	1	4	-2	-0.2	-2	6.4	0	0
20	O=C(NCC(c1ccco1)N1CCCCC1)c1cccc(S(=O)(=O)Nc2ccccc2Cl)c1 (configuration not stated)	5	-27	2	0	0.3	3	3.6	-4	2
21	Cc1cccc(NC(=S)Nc2cccc(C(F)(F)F)c2)n1	-3	0	-6	3	0.0	1	2.2	4	7
22	O=Cc1cn(CC(=O)NCC2CCCO2)c2ccccc12 (configuration not stated)	-2	-13	2	-2	0.0	-2	-0.1	1	-7
23	COc1ccc(Cn2cc(F)c(=O)n(C)c2=O)cc1[N+](=O)[O-]	12	8	6	1	0.0	2	0.2	1	-4
24	CCCC(CCC)c1nc2ccncc2[nH]1	-2	4	6	-2	-0.1	2	-0.1	2	-15
25	Cc1csc(NC(C)c2nc3cc(C(F)(F)F)ccc3n2CCOCCO)n1 (configuration not stated)	-1	6	0	-5	-0.1	3	1.0	-3	6
26	CC1=NN(C(N)=S)C(=O)C1N=Nc1ccccc1C (configuration not stated)	-4	-15	2	15	-0.1	2	1.5	2	-11
27	CCC(CCCO)CCC[C@H](C)CCC1OCCO1 (some centres not stated)	-3	-8	-3	nt	0.0	nt	0.8	1	nt
28	O=C(CN1CCN(S(=O)(=O)c2ccc3ccccc3c2)CC1)NC(=O)NC1CCCCC1	2	4	-16	3	-0.1	-2	2.4	2	11
29	Cc1ccc(/C=N\Nc2nc3ccc(Cl)cc3[nH]2)o1	3	0	6	4	-0.2	-3	3.0	4	-44
30	COc1ccc(/C=C2/C(=O)OCc3cc(OC)c(OC)cc32)cc1	-7	-28	-2	-2	0.1	3	-0.5	2	-2
31	S=C(NCc1ccccn1)Nc1ccccc1	-6	2	2	3	0.1	1	-0.7	0	1
32	Cc1nnc(SCC(=O)NCc2ccccc2Cl)n(N)c1=O	3	-3	1	-1	-0.1	-3	-0.8	-1	-1
33	Cc1ccc(NC(=O)COC(=O)CCc2nc3ccccc3c(=O)[nH]2)cc1Cl	2	0	8	0	0.1	3	0.4	-2	4
34	C(=N\n1cnnc1)/c1ccc(OCc2ccccc2)cc1	6	7	10	2	-0.1	-4	0.3	-1	-3
35	O=C(O)CCC(=O)NN1C(=O)c2ccccc2NC1c1ccc(F)cc1 (configuration not stated)	-4	4	1	-4	0.0	0	-2.9	3	-4
36	CC(C)Cn1c(N)c(C(=O)COC(=O)c2cccc(Cl)c2)c(=O)n(C)c1=O	-4	1	13	1	0.0	-2	-1.9	-4	2
37	COc1ccccc1NC(=O)CSc1nnnn1Cc1ccccc1	-1	0	-6	6	0.0	-4	0.7	-1	-1
38	Cc1ccnc(NC(=O)c2cccc(S(=O)(=O)N3CCCc4ccccc43)c2)c1	10	1	5	-1	-0.2	0	4.0	5	6
39	Cc1cc(Nc2cc(C)on2)n2ncnc2n1	4	-6	-5	2	-0.1	0	0.9	-1	0
40	OC1=C(O)c2nc3cc(F)ccc3nc21	-2	0	-5	0	-0.2	-3	-1.3	8	-31
41	COc1ccc(C/C(=N\O)c2ccc(OC)cc2)cc1	2	11	6	-2	0.0	-2	-0.8	-1	5
42	CN(C)/C=C1/Nc2ccccc2C1=O	-2	44	2	0	0.0	-5	-0.2	0	-22
43	CCc1cc(C(c2ccc(F)cc2)N2CCOCC2)c(NC(=O)c2ccccc2)s1 (configuration not stated)	9	3	-11	1	0.0	-3	0.9	1	5
44	COc1ccc(CNCC(=O)Nc2cccc(S(N)(=O)=O)c2)cc1	-1	3	-1	-1	-0.1	-4	1.1	2	5
45	CCn1c2ccccc2c2cc(/C=N/NC(=O)c3ccc(O)cc3)ccc21	5	-26	3	6	-1.2	-3	1.8	3	10
46	COCCn1c(C)cc(C(=O)COC(=O)c2ccc(N3CCCC3=O)cc2)c1C	6	2	0	-1	-0.2	-2	0.6	1	4
47	O=C(CNCc1ccc(Cl)cc1)Nc1ccc2c(c1)OCCO2	5	-12	7	-2	0.0	-1	-1.2	-1	-1
48	CN(C)C(=S)Nc1cccc(F)c1	-6	1	-6	-3	0.0	1	-0.6	-1	2
49	CCCC(=O)N1CCCC(c2nc(-c3cccs3)no2)C1 (configuration not stated)	3	-7	3	3	0.0	-4	0.0	-5	-7
50	Cc1ccc(C2=NN(CC(=O)O)C(=O)CC2)cc1	4	0	1	-2	-0.2	-4	2.9	0	7
